Source: PubChem BioAssay (several laboratories)
Salmonella PhoP GFP: inhibitors of PhoP regulon expression, primary screen, Salmonella Typhimurium, GFP reporter (AID 1863); S. Typhimurium PhoP-regulated promoter GFP reporter, 4 h; higher % means a stronger effect; inhibition, % at 50 µM; hits with a dose series show IC50 in µM; 0.16% of 300,000 active;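 active = inhibition over 29.93%, a cutoff 3 SD above the screen mean, later confirmed by dose response; inconclusive = inhibition over 29.93% but no dose response follow-up; inactive = inhibition at most 29.93% or unconfirmed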;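 note: 0% = low Mg2+ inducing control and 100% = high Mg2+ repressing control; strong numbers were not always called active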
Large T inhibition: SV40 large T antigen inhibitors, biochemical (AID 1903) | SV40 large T antigen ATPase/helicase inhibition assay; higher % means a stronger effect | inhibition, % at 20 µM; hits with a dose series show IC50 in µM | 0.39% of 310,000 active; in the data active = a potency from the dose series; inconclusive = inhibition mostly from about 32% at the one dose, without a potency; inactive = the rest, 99 in 100 with inhibition below about 32%; note: strong numbers were not always called active
TNAP activators: human TNAP enzyme activators, primary screen, biochemical, luminescent, no phosphate acceptor, uHTS (AID 1001); Alkaline phosphatase, tissue-nonspecific isozyme (Homo sapiens); purified TNAP, luminescent activation assay, no phosphate acceptor; higher activation fold means a stronger effect; activation fold at 20 µM, or EC50 in µM where a hit was titrated; 0.03% of 200,000 active; in the data active = activation fold from about 3, or a potency from the dose series; inactive = the rest, 99 in 100 with activation fold below about 1.6; note: many of its hits are not listed in these tables
human PMI inhibitors: human PMI inhibitors, high substrate, primary screen, biochemical, fluorescence intensity, high mannose 6-phosphate (AID 1220). recombinant PMI enzyme, coupled fluorescence intensity; higher % means a stronger effect. 0.66% of 190,000 active. Mannose-6-phosphate isomerase (Homo sapiens). one-dose inhibition, % at 20 µM; IC50 in µM for titrated hits
Ins promoter up: insulin promoter activators in MIN6 cells, imaging, high-content screening, mouse beta cells; 0.3% of 190,000 active; MIN6 insulin promoter-GFP reporter; hits give high values; z-score at 5 µM;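 active = z-score above 3 at 5 µM with at least 500 cells counted in the well; inconclusive = wells under 500 cells, flagged as cytotoxic or low count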
CSM14.1 death rescue: rescue of cells from ER stress-induced death, primary screen, 384-well, CSM14.1, thapsigargin, ATP luminescence (AID 1222); 190,000 tested, under 10 active; CSM14.1 thapsigargin-induced death rescue, ATP luminescence; higher % means a stronger effect; cellular ATP content (survival), % at 20 µM, or EC50 in µM where a hit was titrated;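 active = EC50 below 50 µM in the dose-response confirmation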;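 note: death triggered by thapsigargin at about 15 µM added after 2 h compound pretreatment; cell ATP read after overnight thapsigargin exposure of roughly 18 to 22 hours; normalized against plate controls of thapsigargin alone and 5% DMSO vehicle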
RSV antiviral HEp-2: RSV antiviral activity via CPE protection, HEp-2 cells, primary 10 µM value included (AID 2391); 0.13% of 310,000 active; CPE inhibition, % at 10 µM; hits with a dose series show IC50 in µM; HEp-2 cells, RSV-induced CPE inhibition; higher % means a stronger effect; in the data active = a potency from the dose series; inconclusive = CPE inhibition mostly from about 23% at the one dose, without a potency; inactive = the rest, 99 in 100 with CPE inhibition below about 21%; note: strong numbers were not always called active
West Nile virus CPE: West Nile virus antiviral activity, cell-based, CPE readout (AID 1621). West Nile virus-infected cells, CPE inhibition; higher % means a stronger effect. CPE inhibition, % at 10 µM, or IC50 in µM where a hit was titrated. 0.02% of 290,000 active; in the data active = a potency from the dose series; inconclusive = CPE inhibition mostly from about 3.7% at the one dose, without a potency; inactive = the rest, 99 in 100 with CPE inhibition below about 2.2%; note: strong numbers were not always called active
PMI inhibitors: inhibitors of human PMI, primary screen, biochemical, fluorescence intensity, coupled assay (AID 1209); inhibition, % at 20 µM, or IC50 in µM where a hit was titrated; purified PMI enzyme, coupled fluorescence intensity; higher % means a stronger effect; Mannose-6-phosphate isomerase (Homo sapiens); 0.42% of 190,000 active;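 note: plate controls were DMSO vehicle for no effect and wells lacking substrate for full effect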
Ins promoter up cell count: second read-out of Ins promoter up, no call of its own (marks repeat the call); cell count; measured here: cytotoxicity, nuclei count;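 total cells summed across four imaged fields per well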
* marks the source's active call; other numbers are inactive results; ? = inconclusive; nt = no result given. Cut-off read from the data, not from the text of the source, unless noted: active = inhibition above about 50%; inactive = the rest.

SMILES	Salmonella PhoP GFP	Large T inhibition	TNAP activators	human PMI inhibitors	Ins promoter up	Ins promoter up cell count	CSM14.1 death rescue	RSV antiviral HEp-2	West Nile virus CPE	PMI inhibitors
CCC(CC)c1nn2c(N)c(/C=C3\C(C)=Nc4ccccc43)c(=O)nc2s1	-14%	1%	nt	nt	-0.09	1035	nt	42%	1.1%	nt
COc1ccc(/C(C)=N/N2C(C)CCCC2C)c(OC)c1 (centres undefined)	-2%	10%	nt	nt	nt	nt	nt	1.2%	0.1%	nt
CC(C)(C)C(=O)NC1(C(F)(F)F)C(=O)Nc2c1c(=O)[nH]c(=O)n2Cc1ccco1 (centres undefined)	-7%	-3%	1.2	-5%	0.7	1231	nt	1.7%	nt	-6%
Cc1ccc(SCC(=O)Nc2cc([N+](=O)[O-])ccc2O)cc1	-4%	7%	0.9	6%	-0.15	1250	-0.4%	9.2%	-1.1%	2%
CC(C)Oc1ccc(CCNC(=O)C2CCC(=O)N(Cc3cccc(F)c3)C2)cc1 (centres undefined)	6%	-1%	nt	nt	nt	nt	nt	6.8%	-0.8%	nt
COc1ccc(CCNC(=O)CSc2ccccn2)cc1OC	-5%	-7%	1.1	-12%	nt	nt	-0.4%	0.3%	0.8%	-4%
CCOc1cc(/C=C2\CCn3c2nc2cc(Cl)ccc2c3=O)ccc1O	-8%	13%	nt	nt	nt	nt	nt	3.2%	2.6%	nt
Cc1ccc(S(=O)(=O)N2CCC(C(=O)C3C(=O)CCCC3=O)CC2)cc1	6%	4%	1	-15%	0.19	1087	6.6%	3.1%	1.9%	-24%
COc1ccc(CN(C(=O)CNC(=O)c2ccco2)C(C(=O)NCC2CCCO2)c2ccc(OC)c(OC)c2)cc1 (centres undefined)	3%	7%	nt	nt	nt	nt	nt	2.3%	1.6%	nt
COc1ccc(NC(=O)CSc2nccn2Cc2ccc(F)cc2)cc1	3%	6%	nt	nt	nt	nt	nt	1.6%	-0.4%	nt
CC(C)(C)c1ccc(C(=O)N2CCC(C(=O)c3ccccc3)CC2)cc1	-10%	-1%	nt	nt	nt	nt	nt	12%	-1.3%	nt
COc1ccc(N(C(=O)c2cnccn2)C(C(=O)NC2CCCCC2)c2ccc(O)cc2)cc1 (centres undefined)	6%	-1%	1	4%	-0.88	1387	0.3%	-0.4%	1.3%	11%
COc1ccc(C(C)NC(=O)Cc2cccs2)cc1OC (centres undefined)	-6%	5%	nt	nt	nt	nt	nt	2.2%	-0.2%	nt
Cc1ccc(-c2cc(C(=O)NCCCN3CCCC3)c3ccccc3n2)cc1C	-13%	13%	nt	nt	nt	nt	nt	0.2%	22µM*	nt
Cc1ccc(NC(=O)CN2C(=O)C(C)Oc3ccccc32)nc1 (centres undefined)	3%	28%	1.1	1%	0.05	1227	2.1%	0.4%	0.1%	-7%
CCn1c(=S)sc2c(=O)n(CC(=O)Nc3cccc(OC)c3)c(C)nc21	4%	16%	nt	nt	nt	nt	nt	6.6%	-0.4%	nt
CCC(=O)NC(=S)Nc1ccc(NC(=O)c2ccc([N+](=O)[O-])cc2)cc1	5%	5%	1.1	5%	-0.06	1252	-2.0%	0.0%	-0.5%	3%
CCOc1ccc(S(=O)(=O)N2Cc3ccccc3CC2C(=O)NCCCn2ccnc2)cc1 (centres undefined)	3%	3%	1.1	-6%	-1.6	1045	4.0%	0.1%	-0.7%	-5%
CCOC(=O)N1CCN(c2ccc([N+](=O)[O-])cc2)CC1	9%	6%	0.9	10%	0.7	1240	1.1%	40%	-1.9%	7%
CC1(C)CC(=O)C=C(NCCN2CCN(C(=O)Nc3ccc(Cl)cc3)CC2)C1	1%	-2%	1.1	-4%	0.03	1322	-1.2%	0.1%	0.0%	-5%
Cc1csc2cc(-c3cccc([N+](=O)[O-])c3)c(-c3cccc([N+](=O)[O-])c3)c[n+]12	-10%	9%	1	5%	1	1317	-1.6%	?	0.9%	-7%
COc1ccc(OC)c(C(=O)CSc2nc3cccnc3n2C)c1	-9%	4%	1.1	18%	nt	nt	nt	2.2%	-0.1%	17%
CCC(C)CCN1C(Nc2ccccc2)=NC[C@@H]1C (some centres undefined)	-4%	18%	nt	nt	nt	nt	nt	-0.8%	-0.9%	nt
Cc1ccc(C(=O)N/C(=C\c2ccccc2)C(=O)NCC2CCCO2)cc1 (centres undefined)	-8%	6%	1.1	-3%	-0.5	1533	-2.0%	1.8%	-0.3%	4%
O=C(CSc1nc2ccccc2o1)N1N=C(c2cccs2)CC1c1ccc(F)cc1 (centres undefined)	-9%	9%	0.9	4%	-0.56	1340	-1.8%	?	-1.5%	1%

In a second layout: results already given.
> Cc1ccc(NC(=O)CN2C(=O)C(C)Oc3ccccc32)nc1 (centres undefined)
  Salmonella PhoP GFP = 3%	Large T inhibition = 28%	TNAP activators = 1.1	human PMI inhibitors = 1%	Ins promoter up = 0.05	Ins promoter up cell count = 1227	CSM14.1 death rescue = 2.1%	RSV antiviral HEp-2 = 0.4%	West Nile virus CPE = 0.1%	PMI inhibitors = -7%

> CCOC(=O)N1CCN(c2ccc([N+](=O)[O-])cc2)CC1
  Salmonella PhoP GFP = 9%	Large T inhibition = 6%	TNAP activators = 0.9	human PMI inhibitors = 10%	Ins promoter up = 0.7	Ins promoter up cell count = 1240	CSM14.1 death rescue = 1.1%	RSV antiviral HEp-2 = 40%	West Nile virus CPE = -1.9%	PMI inhibitors = 7%

> COc1ccc(CN(C(=O)CNC(=O)c2ccco2)C(C(=O)NCC2CCCO2)c2ccc(OC)c(OC)c2)cc1 (centres undefined)
  Salmonella PhoP GFP = 3%	Large T inhibition = 7%	TNAP activators = nt	human PMI inhibitors = nt	Ins promoter up = nt	Ins promoter up cell count = nt	CSM14.1 death rescue = nt	RSV antiviral HEp-2 = 2.3%	West Nile virus CPE = 1.6%	PMI inhibitors = nt

(cont.)
SMILES	Salmonella PhoP GFP	Large T inhibition	TNAP activators	human PMI inhibitors	Ins promoter up	Ins promoter up cell count	CSM14.1 death rescue	RSV antiviral HEp-2	West Nile virus CPE	PMI inhibitors
CC(=O)Nc1ccc(NC(=O)C2CCC(CNS(=O)(=O)c3cccc4nsnc34)CC2)cc1 (centres undefined)	-8%	21%	1	14%	nt	nt	2.4%	-1.0%	0.7%	10%
COc1ccccc1CNC(=O)c1ccccc1C(=O)NC(C)(C)C(=O)NCc1ccccc1OC	-11%	11%	nt	nt	nt	nt	nt	1.9%	-0.3%	nt
Cc1cc(C)n2nc(S(=O)(=O)N(CC(C)C)CC(C)C)nc2n1	12%	1%	1.1	16%	0.66	1795	nt	0.7%	0.4%	12%
CC1(C)Cc2nc3oc4c(NCc5ccccc5)ncnc4c3cc2CO1	1%	9%	1.1	16%	nt	nt	-2.1%	0.1%	nt	10%
CC1(C)CC(=O)C2=C(C1)NC(=O)NC2c1ccc(Cl)cc1 (centres undefined)	-5%	4%	nt	nt	nt	nt	nt	1.4%	-0.7%	nt
O=C(NCc1ccccn1)Nc1cc(Cl)ccc1Cl	-2%	21%	nt	nt	nt	nt	nt	4.3%	0.1%	nt
CC(=O)c1ccc(NC(=O)C2C3C=CC(C3=C(c3ccccc3)c3ccccc3)C2C(=O)O)cc1 (centres undefined)	8%	8%	1.1	3%	-0.96	1216	0.1%	3.4%	-0.2%	-2%
COc1ccc(C(=O)C2CCCN(C/C=C/c3ccccc3OC)C2)c(OC)c1 (centres undefined)	1%	3%	1.1	4%	0.3	1392	-3.1%	2.9%	-0.2%	2%
O=C(Cc1ccccc1)NCC(=O)OCc1ccc([N+](=O)[O-])cc1	24%	4%	1.2	1%	-0.05	1354	-0.8%	0.0%	-0.5%	4%
N#Cc1cn(-c2ccccc2)nc1-c1cc2ccccc2oc1=O	-5%	8%	1.1	1%	-1.4	1131	-1.6%	0.8%	0.0%	0%
NC(=O)NC(=O)COC(=O)CC12CC3CC(CC(C3)C1)C2	5%	9%	1.2	0%	-0.55	1336	-1.6%	0.8%	0.2%	0%
COc1ccc(C(=O)c2ccc([N+](=O)[O-])cc2Cl)cc1	3%	-8%	1.1	-4%	-0.09	1586	-0.5%	-1.1%	-0.4%	-1%
CC(C)Oc1ccc(CNC(=O)Cn2ccc3cc(S(=O)(=O)N4CCCC4)ccc32)cc1	-10%	13%	nt	nt	nt	nt	nt	0.7%	-0.3%	nt
COc1ccc(Br)cc1C(=O)NC(=S)Nc1ccc(CN2CCOCC2)cc1	0%	4%	nt	nt	nt	nt	nt	9.1%	0.2%	nt
CC1CCC(NC(=O)CN2CCC(n3nnc4cc(F)ccc43)CC2)CC1 (centres undefined)	10%	-7%	1	-5%	-1.5	828	-0.4%	8.2%	-0.7%	-4%
Cc1cc(C)c(-c2csc(NC(=O)c3cc([N+](=O)[O-])ccc3N3CCOCC3)n2)c(C)c1	-7%	-2%	1	11%	-2.2	1294	-0.3%	?	-1.3%	0%
C/C(Sc1nnc(Cc2ccccc2)o1)=C(/O)c1ccccc1	-3%	2%	1.1	-6%	0.49	1317	-0.9%	-0.5%	1.6%	-8%
Cn1c(SCc2nc3ccccc3[nH]2)nnc1-c1cccnc1	-3%	6%	1.1	3%	-0.48	863	-0.3%	4.1%	0.0%	2%
Nc1ccc(Nc2nc(-c3ccncc3)cs2)cc1	9%	13%	1.1	2%	0.03	785	-6.4%	14%	-0.3%	12%
Cc1ccc(C(C(=O)NCc2ccco2)N(C(=O)CNC(=O)c2cccs2)c2c(C)cccc2C)cc1 (centres undefined)	-2%	3%	1.1	-2%	0.07	1401	-1.9%	0.0%	-1.5%	6%
CCOc1cc(S(=O)(=O)N2CCCC2)ccc1Cl	0%	-3%	1.1	-5%	0.02	1032	2.3%	1.1%	-0.2%	-2%
Cc1c(N=Cc2c(O)n(C)c(=O)c3ccccc23)c(=O)n(-c2ccccc2)n1C	-12%	4%	1.1	50%	-0.16	1151	-1.4%	-1.5%	0.7%	22%
CC1(c2ccccc2)NC(=O)N(CC(=O)Nc2cccc(C#N)c2)C1=O (centres undefined)	5%	7%	1.1	11%	1.1	1344	nt	2.4%	0.9%	9%
Cc1cc(=O)oc(C)c1C(=O)NCC(C)NC(=O)c1c(C)cc(=O)oc1C (centres undefined)	-10%	16%	1	-5%	nt	nt	-0.2%	2.9%	0.1%	-8%
OCc1nc(CO)n(Cc2ccccc2)n1	2%	6%	1.1	-2%	0.07	1174	-0.7%	1.0%	0.2%	-5%
O=c1c2cnn(-c3ccccc3)c2nnn1/N=C/c1cccnc1	-10%	9%	1.1	11%	nt	nt	6.0%	-1.7%	0.3%	10%
NNC(=O)CN1CCCc2ccccc21	1%	5%	1.1	-1%	1.1	1340	-1.8%	-0.8%	-0.8%	-6%
Brc1ccccc1C1=Nn2c(nnc2-c2ccccc2)SC1	-5%	9%	1.1	0%	nt	nt	1.7%	4.9%	0.2%	0%
O=C1CSC(c2cccnc2)N1CCc1ccccn1 (centres undefined)	-9%	3%	nt	nt	1.6	904	nt	0.3%	0.2%	nt
Cc1ccc(Cl)cc1NC(=O)C1CC(=O)N(C(C)C)C1 (centres undefined)	5%	7%	nt	nt	nt	nt	nt	2.1%	-0.5%	nt

The order is random; any-hit rate near 1.5%.
